# Screening data as filed in PubChem.
# mIDH1 inhibitor – qHTS for Inhibitors of mutant isocitrate dehydrogenase 1 (IDH1): qHTS | AID 602179, 2012 | IDH1-R132H enzyme, NADPH consumption, diaphorase/resazurin fluorescence | Isocitrate dehydrogenase [NADP] cytoplasmic (Homo sapiens), O75874 | Potency, µM (series often up to 76.6 µM), inactives show top-dose activity change, negative = inhibition, usual class: inhibitors | 390,000 compounds, 0.093% hits; further: on the % scale 0 is the no-effect control and ±100 the full control effect; nearly all actives have a fitted effect of over 65% in size
# Target sequence (O75874 whole entry R132H, stated change not applied): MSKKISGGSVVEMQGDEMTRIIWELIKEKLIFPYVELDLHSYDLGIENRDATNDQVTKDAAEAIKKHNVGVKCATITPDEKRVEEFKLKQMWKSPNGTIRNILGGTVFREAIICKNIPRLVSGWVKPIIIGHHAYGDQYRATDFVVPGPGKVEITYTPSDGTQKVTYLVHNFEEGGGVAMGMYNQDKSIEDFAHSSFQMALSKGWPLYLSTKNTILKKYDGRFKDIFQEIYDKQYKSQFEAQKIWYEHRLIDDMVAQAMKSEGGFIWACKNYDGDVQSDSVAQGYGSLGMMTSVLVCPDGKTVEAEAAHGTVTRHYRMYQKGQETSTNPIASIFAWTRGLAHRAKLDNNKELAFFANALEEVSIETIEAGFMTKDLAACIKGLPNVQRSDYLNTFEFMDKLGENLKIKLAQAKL
#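 IDH1-R132H (0.5 ug/mL dispensed) in pH 7.5 Tris buffer was preincubated 30 min with compound, then given a substrate mix of 0.016 mM NADPH and 2 mM alpha-KG for 80 min at room temperature; remaining NADPH was read by diaphorase/resazurin fluorescence.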
# Vif-APOBEC3G blk – qHTS for Inhibitors of Vif-A3G Interactions: qHTS; DNA dC->dU-editing enzyme APOBEC-3G (Homo sapiens), Q9HC16; HeLa A3G-eYFP + Vif (tagged APOBEC3G with the HIV-1 protein that degrades it), YFP fluorescence, overnight; 410,000 compounds, 0.076% hits; Potency, µM (top dose mostly 46.1 µM), for the others: top-dose activity, negative = active, most hits filed as inhibitors; AID 602310, 2012;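 further: on the % scale 0 is the no-effect control and ±100 the full control effect; nearly all actives have a fitted effect of over 60% in size; hits raise eYFP signal because A3G escapes Vif-driven loss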
# Target sequence (Q9HC16 whole entry, looked up): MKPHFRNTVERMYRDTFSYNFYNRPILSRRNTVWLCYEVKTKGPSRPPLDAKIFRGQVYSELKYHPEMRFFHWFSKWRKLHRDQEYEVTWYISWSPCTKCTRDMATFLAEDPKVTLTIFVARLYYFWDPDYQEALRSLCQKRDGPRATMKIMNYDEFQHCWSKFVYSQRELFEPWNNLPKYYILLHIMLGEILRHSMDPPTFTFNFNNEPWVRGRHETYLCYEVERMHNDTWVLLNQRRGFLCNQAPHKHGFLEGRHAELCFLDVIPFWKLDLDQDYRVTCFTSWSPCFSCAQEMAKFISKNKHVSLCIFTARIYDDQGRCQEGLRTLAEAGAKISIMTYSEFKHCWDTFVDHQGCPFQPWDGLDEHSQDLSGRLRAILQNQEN
#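 HeLa cells stably expressing Vif and C-terminally eYFP-tagged A3G, seeded overnight at 37 deg C, then exposed to compound by pintool overnight at 37 deg C. Rise in yellow fluorescence (Ex 488/Em 500-530, Acumen) marks blocked Vif-driven A3G degradation.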
# rTrxR1 inhibitor – qHTS Assay for Inhibitors of Mammalian Selenoprotein Thioredoxin Reductase 1 (TrxR1): qHTS; Thioredoxin reductase 1, cytoplasmic (Rattus norvegicus), O89049; recombinant rTrxR1, NADPH fluorescence consumption, selenite substrate; Potency, µM (highest dose often 114 µM), without a hit: at the top dose activity change, negative = inhibition, most hits filed as inhibitors; 390,000 compounds, 1% hits; AID 588453, 2011; further: on the % scale 0 is the no-effect control and ±100 the full control effect; nearly all actives have a fitted effect of over 65% in size
#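 Rat TrxR1 (90 nM in the dispensed reagent) was pre-reduced with 400 uM NADPH for 5 min at room temperature, then incubated with compound for 15 min. After 400 uM selenite was added, NADPH fluorescence (Ex 340/Em 450 nm) was followed for 8 min.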
# TrxR1 substrate – qHTS Assay for Substrates of Mammalian Selenoprotein Thioredoxin Reductase 1 (TrxR1): qHTS. Thioredoxin reductase 1, cytoplasmic (Rattus norvegicus), O89049. purified TrxR1 substrate turnover, NADPH consumption readout. Potency, µM (top dose mostly 114 µM), for inactives: at the highest dose activity change, negative = substrate turnover. 390,000 compounds, 0.01% hits. AID 588456, 2011; further: on the % scale 0 is the no-effect control and ±100 the full control effect; nearly all actives have a fitted effect of over 50% in size
#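 Rat TrxR1, dispensed at 90 nM, was prereduced with 400 uM NADPH (final) for 5 min at ~22 deg C, then incubated with compound 15 min before 400 uM selenite. A first-read NADPH fluorescence drop versus no-compound background flagged substrates.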
# USP1 inh – Inhibitors of USP1/UAF1: Primary Screen. Ubiquitin carboxyl-terminal hydrolase 1 (Homo sapiens), O94782. Potency, µM (series often up to 57.1 µM), for the others: top-dose activity change, negative = inhibition, usual class: inhibitors. 390,000 compounds, 0.23% hits. recombinant USP1/UAF1, Ub-Rhodamine cleavage fluorescence; further: on the % scale 0 is the no-effect control and ±100 the full control effect; nearly all actives have a fitted effect of over 60% in size; inactives centre near -12
#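 In this screen, compounds sit with the deubiquitinase complex (1nM) for 15 min at room temperature before Ub-Rho is added at 150nM final. Fluorescence rise is then followed for 6 reads every 60 seconds.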
# Vif-APOBEC3F blk – qHTS for Inhibitors of Vif-A3F Interactions: qHTS | 390,000 compounds, 0.2% hits | Potency, µM (series often up to 46.1 µM), inactives show at the highest dose activity, negative = active | HeLa A3F-eYFP + Vif (tagged APOBEC3F with the HIV-1 protein that degrades it), YFP fluorescence increase; further: % of control where 0% means no effect; nearly all actives have a fitted effect of over 65% in size
#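 HeLa cells stably expressing Vif plus C-terminally eYFP-tagged A3F were seeded, incubated overnight at 37 deg C, dosed with compound, incubated overnight again at 37 deg C. Yellow fluorescence (Ex 488/Em 500-530) reported blocked Vif-mediated A3F-eYFP degradation.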
# RGS4 inhibitor – Inhibitors of Regulator of G Protein Signaling (RGS) 4: qHTS; Regulator of G-protein signaling 4 (Homo sapiens), P49798; Transcreener GDP fluorescence polarization, RGS4-accelerated GTP hydrolysis; Potency, µM (doses to about 114 µM), for the others: at the top dose activity change, negative = inhibition, hits mostly inhibitors; 390,000 compounds, 0.039% hits; AID 504845, 2011; further: on the % scale 0 is the no-effect control and ±100 the full control effect; nearly all actives have a fitted effect of over 75% in size; some results filed as inactive show a strong effect at the top dose
# Target sequence (P49798 whole entry, looked up): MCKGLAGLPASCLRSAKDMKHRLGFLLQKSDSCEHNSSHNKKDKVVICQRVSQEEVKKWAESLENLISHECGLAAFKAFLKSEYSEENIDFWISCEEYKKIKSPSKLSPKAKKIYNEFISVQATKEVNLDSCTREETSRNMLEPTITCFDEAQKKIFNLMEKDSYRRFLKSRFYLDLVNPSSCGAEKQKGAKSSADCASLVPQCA
#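 MLSMR compounds (23 nl, pin-transferred) preincubated 10 min at room temperature with a 500nM (2x) first reagent, then RGS4 at 900nM (2x) plus Transcreener GDP mix added; fluorescence polarization (620/688 nm) read before and after 90 min at 30 °C.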
# ALOX12 inh – Primary qHTS assay for inhibitors of human arachidonate 12S-lipoxygenase (ALOX12): Round 2 | Polyunsaturated fatty acid lipoxygenase ALOX12 (Homo sapiens), P18054 | purified 12hLO, xylenol orange hydroperoxide absorbance | Potency, µM (doses to about 108 µM), for the others: at the highest dose activity change, negative = inhibition, usual class: inhibitors | 580,000 compounds, 1.1% hits | AID 1671190, 2021; further: on the % scale 0 is the no-effect control and ±100 the full control effect
#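 Purified human 12hLO (150 nM final) in 25 mM Hepes, 0.01% Triton X-100, pH 7.0 was preincubated 15 min at room temperature with compound. Then 40 uM arachidonic acid was added, 30 min. Hydroperoxide was read by Fe-XO absorbance ratio 573/405 nm.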
# RXFP1 agonist – qHTS Assay for Agonists of the Relaxin Receptor RXFP1; Potency, µM (highest dose often 57.5 µM), for the others: at the highest dose activation, most hits filed as activators; Relaxin receptor 1 (Homo sapiens), Q9HBX9; AID 2676, 2010; HEK293T-RXFP1 cAMP TR-FRET, 30 min; response scale: percent of porcine relaxin response, buffer zero; 370,000 compounds, 0.3% hits; further: on the % scale 0 is the no-effect control and ±100 the full control effect; nearly all actives have a fitted effect of over 60% in size; many of its hits are not listed in these tables
#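 HEK293 cells stably expressing RXFP1, treated 30 min at 37C with compounds plus PDE4 inhibitor Ro 20174; cAMP measured by HTRF TR-FRET. Normalized to buffer and 29 nM porcine relaxin; EC50 by Hill fit.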
# Starred values were filed as active, the others as inactive; ? = inconclusive; nt = no result given; [ ] = another dose, or the depositor's remark. The call rests on the fitted dose curve; in most records, active means well fitted curve in the direction sought with a large enough effect; inconclusive means small, poorly fitted or top-dose-only effect, or another doubt; inactive means no such curve, though single readings can be large; an effect the other way counts as inactive or inconclusive. Potency means the concentration at half of the fitted maximal effect. Only part of the results is shown; the hit share may differ from the screen's.
SMILES	RXFP1 agonist	RGS4 inhibitor	USP1 inh	TrxR1 substrate	ALOX12 inh	mIDH1 inhibitor	rTrxR1 inhibitor	Vif-APOBEC3G blk	Vif-APOBEC3F blk
CC(C)(C)n1ncc2c(=O)n(CC(=O)Nc3ccccc3)cnc21	0.3%	23%	-8%	1%	-5%	-1%	-2%	0%	nt
COc1cc(/C=C2/C(=O)N(c3ccc([N+](=O)[O-])cc3)N=C2N2CCOCC2)ccc1O	-0.7%	-14%[11.4 µM]	-12%	-27%	-23%	-9%	?	3%	-11%
CCCCn1c(=S)[nH]c2c(=O)n(C)c(=O)n(C)c21	nt	nt	-14%	nt	45µM*	-8%	nt	2%	-5%
CCOC(=O)c1ccc(N2CCN(c3cccc(Cl)c3)CC2)c(NC(=O)Nc2ccc(Cl)cc2)c1	-1.7%	29%	-7%	-1%[57.1 µM]	-26%	-25%	20%[57.1 µM]	1%	0%
C[C@H](CO)N1C[C@H](C)[C@@H](CN(C)Cc2ccc3c(c2)OCO3)Oc2cc(Br)ccc2S1(=O)=O	nt	nt	-8%	nt	-12%	-6%	nt	-4%	-7%
CCN(C(=O)COC(=O)c1nc2nc(C)cc(C)n2n1)C1CCS(=O)(=O)C1 (configuration not stated)	0.7%	0%	-14%	5%	?	-2%	34%	5%	1%
CC1CCCN(CCC(=O)c2ccc(Br)cc2)C1 (configuration not stated)	0.3%	?	-1%	10%[11.4 µM]	?	11%	?	-23%	0%
CC1(C)CSC(=NCc2ccccc2)N1C(=O)c1cccc([N+](=O)[O-])c1	-2.0%	2%	8%	-9%	-23%	6%	-18%	-6%	5%
CC(C)C1C(=O)N(Cc2cn(CC3CCCCC3)nn2)CCS(=O)(=O)N1Cc1ccc(-c2ccc(F)cc2)cc1 (configuration not stated)	nt	nt	-17%	nt	-3%	0%	nt	-8%	0%
Cc1cc(C)c(OCC(=O)Nc2nnc(C3CC3)s2)c(C)c1	-0.6%	-12%	-7%	4%[57.1 µM]	-20%	0%	9%[57.1 µM]	-3%	1%
Cc1nc2scc(-c3ccc(Cl)cc3)c2c(=O)n1N	2.8%	-9%	-6%	-15%[57.1 µM]	-7%	13%	13%[57.1 µM]	5%	1%
C=CCOc1ccccc1C1C2=C(CC(C)(C)CC2=O)Nc2c1c(=O)n(C)c(=O)n2C (configuration not stated)	4.1%	-1%	-5%	59%[activator]	nt	-3%	9%	0%	3%
CC(=O)Nc1ccc(NC(=O)CSc2nnc(C)c(=O)n2N)cc1	1.4%	?	-13%	-3%	-15%	4%	11%	1%	3%
COCCCNC(=O)CC(NS(=O)(=O)c1ccc(OC)cc1)c1ccc(OC)cc1 (configuration not stated)	2.4%	30%	-21%	-4%	0%	0%	0%	1%	-5%
Cc1cccc(-n2c(N)cc(=O)nc2SCC(=O)Nc2cc(C)on2)c1	1.2%	23%[11.4 µM]	3%	-4%	0%[57.4 µM]	-7%	8%	1%	-8%
NC(=S)n1[nH]c(-c2ccc([N+](=O)[O-])cc2)c(N=Nc2ccc(Cl)cc2)c1=O	0.4%	?	-27%	-11%	nt	-9%	-7%	-6%	-33%
Cc1cc(O)c(N=Nc2ccc(C(=O)O)cc2)cc1C	nt	8%	4%	3%[57.1 µM]	?	0%	11%[57.1 µM]	5%	0%
O=C(COc1coc(CN2CCc3ccccc32)cc1=O)Nc1ccccc1	0.5%	-10%	-11%	-3%	-7%	-1%	-2%	-6%	-14%
Cc1sc2nc(N3CCOCC3)[nH]c(=O)c2c1-c1ccccc1	3.2%	-5%	-14%	10%	-15%	-1%	22%	2%	14%
COC(CNC(=O)C(=O)NCC1CCCN1S(=O)(=O)c1cccs1)OC (configuration not stated)	0.6%	6%	-1%	-2%	-21%	-3%	5%	2%	-5%
O=C(/C=C/c1ccco1)N1CCN(S(=O)(=O)c2cccc([N+](=O)[O-])c2)CC1	nt	-30%	-5%	-4%	?	-2%	-29%	0%	5%
Cc1ccccc1CNC(=O)c1ccc(Cl)c([N+](=O)[O-])c1	-0.7%	-2%	-1%	-6%	13%	2%	-16%	-3%	0%
Cc1ccc(C(=O)NCC(=O)OC(C)C(=O)Nc2ccc(N(C)C)cc2)cc1C (configuration not stated)	-0.5%	-25%	-24%	-4%[57.1 µM]	-20%	-3%	-3%[57.1 µM]	-3%	12%
C=CC[C@@H](CC(=O)N[C@H](CO)Cc1ccccc1)C(=O)N[C@@H](C)COC(=O)[C@@H](CC=C)CC(=O)OC(C)(C)C	nt	-5%	?	1%	5%	2%	5%	6%	0%
COc1ccc(NC(=O)COC(=O)CNS(=O)(=O)c2ccc(F)c(F)c2F)cc1OC	3.3%	-1%	-14%	-1%	20%	-6%	13%	1%	2%
CCC1CCCCN1CCCNC(=O)C1CCN(S(=O)(=O)N2CCC3(CC2)OCCO3)CC1 (configuration not stated)	0.8%	-1%[56.9 µM]	-15%	-5%	7%	1%	-14%	2%	4%
COCCN(C(=O)CCC(=O)Nc1cc(C)on1)C(C(=O)NC1CCCC1)c1ccc(C(C)C)cc1 (configuration not stated)	-0.2%	-17%	-10%	3%	-5%	7%	6%	0%	8%
N#Cc1cc2c(=O)n3ccccc3nc2n(Cc2ccco2)c1=NC(=O)c1ccco1	0.5%	?	1%	44%	-26%	-3%	-18%[57.1 µM]	-5%	-16%
CCc1nc2ccccc2c(C(=O)OCC(=O)N(CC(C)C)c2c(N)n(Cc3ccccc3)c(=O)[nH]c2=O)c1C	3.0%	-4%	-10%	-2%	-7%	-6%	12%	-7%	-4%
CCCn1nc(C(=O)NNC(=O)c2cccc(S(=O)(=O)NC(C)C)c2)c2ccccc2c1=O	3.0%	0%	-15%	1%	-4%	3%	14%	-2%	5%
COc1ccc(NS(=O)(=O)c2ccc(OC)c(N(C)S(=O)(=O)c3ccc(Cl)cc3)c2)cc1	-1.5%	2%	?	5%	-3%	5%	18%	-2%	-7%
Cc1ccnc(NC(=O)CCC(=O)N(CC(=O)NCc2ccccc2)Cc2ccccc2)c1	3.0%	-25%	-7%	-4%[57.1 µM]	-12%	4%	11%[57.1 µM]	0%	-5%
COc1ccc(-n2c(SCC(=O)Nc3ccc(C(=O)O)cc3)nnc2-c2ccccc2)cc1OC	-0.7%	28%	-4%	2%	-21%	-2%	12%	2%	-6%
COc1ccc(S(=O)(=O)N2CCCCC2)cc1NC(=O)CNc1ccc(F)cc1C	2.0%	-11%	-23%	0%	?	-10%	19%	-3%	-2%
CCc1c(C)sc(NC(=S)N2CCN(CC)CC2)c1C(=O)OC	3.0%	17%	-9%	1%	11%	3%	-13%	0%	-16%
O=C(NCCc1ccc(Cl)cc1)C1CC(=O)N(C2CCCC2)C1 (configuration not stated)	2.3%	-16%[56.9 µM]	-10%	1%	8%	7%	6%	2%	-8%
O=C(CSc1nncs1)NC1CCCCCCC1	-0.1%	-7%	-1%	12%	0%	1%	16%	-1%	?
Cc1cc(C)c(NC(=O)/C(=C/c2ccccc2)c2ccccc2)c(C)c1	5.3%	11%	-13%	7%[0.457 µM]	-19%	0%	25%[0.457 µM]	-70%	-10%
CCc1nc(NCCCn2ccnc2)c2oc3ccccc3c2n1	0.9%	-15%	-25%	-3%	?	7%	-2%	-2%	-2%
O=C(O)c1ccc(/C=N/Nc2nnnn2-c2ccccc2)cc1	1.7%	-25%	-20%	-22%[57.1 µM]	3%	11%	3%[57.1 µM]	0%	3%
CCOC(=O)C1CCCN(C(=O)c2ccc(C)c(S(=O)(=O)N3CCCCC3)c2)C1 (configuration not stated)	0.8%	18%	0%	-3%	5%	-8%	16%	-1%	-20%
O=C(NCc1ccccn1)c1ccc(S(=O)(=O)Nc2ccccc2F)cc1	2.4%	-5%	-20%	-3%	nt	10%	13%	-4%	-6%
N#CCC(=O)Nc1ccc(C(=O)OCC(=O)N(Cc2ccccc2)C2CCS(=O)(=O)C2)cc1 (configuration not stated)	1.9%	-6%	-26%	3%	-2%	0%	21%	11%	-4%
Cc1cc(NC(=O)c2ccccc2[N+](=O)[O-])ccc1Br	0.2%	-1%	-4%	-13%	-5%	7%	9%	0%	12%
